High-throughput results as filed in PubChem.
MT stabilizer = microtubule stabilizers in HeLa cells, primary screen, imaging, high-content imaging; HeLa tubulin immunostaining HCS, 24 h; share of cells brighter than vehicle mean+2SD; % tubulin-high responders, % at 10 µM; actives 0.83% (n = 200,000); AID 2205, 2009;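 active = plate Z-score above 3 for both tubulin-high and condensed-nucleus cell shares, with cell loss under 80%, at 10 µM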;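 note: anti alpha tubulin signal scored within the nucleus-defined area of each cell; some results filed as inactive read as strong as hits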
Ins promoter up = insulin promoter activators in MIN6 cells, imaging, high-content screening, mouse beta cells. actives 0.3% (n = 190,000). z-score at 5 µM. MIN6 insulin promoter-GFP reporter; hits give high values;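 active = z-score above 3 at 5 µM with at least 500 cells counted in the well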
bCat nuc transl = modulators of beta-catenin nuclear translocation, primary screen, imaging, HeLa cells, immunofluorescence, high-content; AID 1665, 2009; nuclear translocation activity, % at 5 µM; actives 0.3% (n = 190,000);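 active = nuclear translocation activity above 50% at 5 µM, with a well cell count of 50 or more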;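 note: per-cell ratio of nuclear to cytoplasmic median beta-catenin stain intensity; plate controls were DMSO negative control for no effect and GSK-3 inhibitor IX positive control for full effect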
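Test system: HeLa cells, endogenous beta-catenin; Compound: single 5 µM dose plus 0.02–20 µM confirmation series; Times: compound exposure 24 h at 37°C; Signal: fluorescence imaging of beta-catenin antibody stain plus DAPI; Read-out: % activation, nuclear-to-cytoplasmic median beta-catenin signal ratio per cell.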
WT yeast gro inh = growth inhibition of WT strain, primary screen, mitochondrial fusion inhibitor project, WT and mutant strains, chemical genetic; mitochondrial fusion phenotypic screen; inhibition, % at 10 µM; actives 2.1% (n = 190,000); AID 1362, 2008; in the data active = inhibition above about 58%; tested in S. cerevisiae
West Nile virus CPE = West Nile virus antiviral activity, cell-based, CPE readout (AID 1621); West Nile virus-infected cells, CPE inhibition; higher % means a stronger effect; CPE inhibition, % at 10 µM, or IC50 in µM where a hit was titrated; actives 0.02% (n = 290,000); in the data active = a potency from the dose series; note: strong numbers were not always called active
Autophagy HCS = autophagy modulators in MEF cells, primary screen, imaging, high-content, MEF GFP-LC3; calls only at 10 µM (by protocol); MEF GFP-LC3 puncta imaging; test concentration mostly 10 µM; actives 0.98% (n = 190,000); AID 463193, 2010;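 active = percentage of spot-positive cells more than 3 SD above its plate mean, without a fluorescence outlier flag or 80% toxicity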;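 note: spot-positive cell cutoff set from DMSO-treated cells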
Myeloid diff 2 = induction of myeloid progenitor differentiation, primary screen, cell-based, flow cytometry, MLPCN library. AID 624256, 2012. actives 1% (n = 360,000). calls only at 10 µM. ER-HoxA9 myeloid progenitors, lysozyme-GFP differentiation;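 active = normalized GFP-positive differentiation at or above the plate's own cutoff, the solvent-only control mean plus 3 SD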;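 note: cells exposed to compound for four days before flow analysis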
T cell HTS = modulators of CD8 T cell-vesicle binding, primary screen, mouse 2C CD8+ T cells, flow cytometry; 2C CD8+ T cell-vesicle binding; hits give low values; calls only at 7 µM; actives 0.068% (n = 330,000); AID 2052, 2009;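 active = response, share of CD8 T cells binding vesicles, and their 90th percentile fluorescence all below set limits, cut at about 80% in these data, passing the limit was not always enough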
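incubation = binding step 1.5 h, 37 °C, antibody labelling 20 min, ice | test system = 2C mouse CD8+ T cells | read-out basis = percent CD8+ FL2 mean versus row control | controls = Peptide-free naked vesicles (low) and QL9 vesicles with 0.7% DMSO vehicle (high) | detection = flow cytometry of vesicle-bound cells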
Hep lipid drop = inhibitors of hepatocyte lipid droplet formation, primary screen, imaging, high-throughput imaging, BODIPY stain. actives 0.4% (n = 240,000). AID 1656, 2009. inhibition, % at 6.5 µM. AML12 mouse hepatocytes, oleate lipid droplets;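 active = lipid droplet intensity inhibited by at least 50%, with more than 500 cells counted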
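System: AML12 hepatocytes (mouse). Probe or stimulus: oleic acid at 100 µM to induce lipid droplet formation. Times: overnight treatment with compound plus oleate. Detection: Image-based BODIPY and DAPI two-channel analysis. Evaluation: percent inhibition of filter-corrected integrated lipid droplet intensity per well.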
WT yeast gro inh mutant strain = second read-out of WT yeast gro inh, no call of its own (marks repeat the call); inhibition, %; mitochondrial fusion phenotypic screen, mutant strain inhibition
Ins promoter up cell count = second read-out of Ins promoter up, no call of its own (marks repeat the call); cell count; measured here: cytotoxicity, nuclei count;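 total cells summed across four imaged fields per well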
Hep lipid drop cells 6.5 µM = also measured in Hep lipid drop; calls as there; cell count; measured here: cell count, cytotoxicity flag;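 cells counted across two imaged fields per well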
bCat nuc transl cell count 5 µM = second read-out of bCat nuc transl, no call of its own (marks repeat the call); cell count; measured here: cell count, cytotoxicity flag
T cell HTS vesicle-bound % = also measured in T cell HTS; calls as there; double positive events, %; measured here: CD8+ vesicle-bound cell fraction;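 binding gate set so that unloaded-vesicle control wells show 10% double positive cells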
MT stabilizer Hoechst-high % = also measured in MT stabilizer; calls as there; % Hoechst-high responders; measured here: nuclear condensation Hoechst responders;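 share of cells brighter than vehicle mean plus two SD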
MT stabilizer cytotoxicity % = second read-out of MT stabilizer, no call of its own (marks repeat the call); toxicity, %; measured here: cytotoxicity by cell density;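 0% = mean cell density of plate MIN control wells and 100% = no cells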
Autophagy HCS cell loss 18 h = recorded beside Autophagy HCS, whose call it bears; toxicity, %; measured here: cell loss, nuclei count;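 cell loss after 18 h compound exposure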
Myeloid diff 2 GFP+ MAC1+ % = second read-out of Myeloid diff 2, no call of its own (marks repeat the call); GFP+ MAC1+ double positive, %; measured here: differentiation confirmed by MAC1 staining
* marks the source's active call; other numbers are inactive results; i = inactive; nt = no result given; + = active, no number.

Screens in order: MT stabilizer, MT stabilizer Hoechst-high %, MT stabilizer cytotoxicity %, Ins promoter up, Ins promoter up cell count, bCat nuc transl, bCat nuc transl cell count 5 µM, WT yeast gro inh, WT yeast gro inh mutant strain, West Nile virus CPE, Autophagy HCS, Autophagy HCS cell loss 18 h, Myeloid diff 2, Myeloid diff 2 GFP+ MAC1+ %, T cell HTS, T cell HTS vesicle-bound %, Hep lipid drop, Hep lipid drop cells 6.5 µM
COc1ccc(CC(=O)Nc2cc(Cl)ccc2O)cc1
 : 2.3, 1.2, 6.3, 0.13, 956, 0.9, 923, 0.3, 0.5, -0.4%, i, 0.2, i, 1.6, i, 6.3, -2.3, 689
CC(=O)N(C)c1nc(N)n(-c2ccccc2)n1
 : 2.6, 2.0, 11.0, 0.75, 1275, 0.6, 1501, -6.7, -9.9, 0.5%, i, -14.6, i, 0.4, i, 65.3, 2.4, 710
CCOC(=O)c1c(NC(=O)CSc2nnc(C)s2)sc2c1CCC(C)C2 (stereo not drawn)
 : 1.3, 1.2, 7.8, nt, nt, -1.0, 587, -8.3, 1.2, 0.7%, i, -10.6, i, 0.5, i, 43.4, -6.6, 784
O=S(=O)(c1cc(Br)ccc1Br)N1CCCCCC1
 : nt, nt, nt, nt, nt, nt, nt, nt, nt, 1.2%, nt, nt, i, 0.4, i, 21.6, -2.1, 749
O=C(c1ccccc1)N1CCN(Cc2cccc(Oc3ccccc3)c2)CC1
 : 1.6, 2.1, 10.3, 0.34, 1203, -0.4, 555, 13.3, -0.1, -1.1%, i, 7.1, i, 0.2, i, 59.4, -14.5, 559
COc1cc2c(cc1OC)/C(=C/C(=O)c1ccc(OC)c([N+](=O)[O-])c1)NCC2
 : nt, nt, nt, nt, nt, nt, nt, nt, nt, -0.2%, nt, nt, i, 0.3, i, 22.4, -8.7, 798
Cc1nn(-c2ccccc2)c(C)c1/C=N/NC(=O)c1ccccc1NS(=O)(=O)c1cccs1
 : 2.5, 2.1, 3.2, nt, nt, 2.8, 883, -5.0, -2.1, -0.9%, i, -3.3, i, 0.2, i, 40.4, 8.0, 726
CCOc1ccc(C2c3cc(OC)c(OC)cc3CC(=O)N2c2ccccc2)cc1 (stereo not drawn)
 : 3.3, 2.1, 10.1, -0.16, 1482, -0.6, 1342, -11.2, -5.4, -0.5%, i, 38.9, i, 9.4, i, 29.4, nt, nt
Cc1ccc(N2C(=O)C3C4C=CC(C4)C3C2=O)cc1 (stereo not drawn)
 : 2.9, 2.7, 5.6, 0.55, 1118, -0.2, 1146, -10.3, -6.6, 0.5%, i, -25.2, i, 0.4, i, 20.7, nt, nt
CCOc1ccccc1OCCn1ncc2ccc(OC)c(OC)c2c1=O
 : 3.2, 1.1, 5.0, -0.49, 1086, -2.3, 863, -10.6, -7.0, -0.5%, i, 0.8, i, 0.2, i, 36.6, nt, nt
O=C1NCCN(Cc2ccc(Cl)c(F)c2)C1CC(=O)N1CCCO1 (stereo not drawn)
 : 2.7, 2.2, 5.2, nt, nt, -1.4, 900, -5.8, -10.5, -0.1%, i, 22.4, i, 0.4, i, 50.5, 6.2, 712
O=C(CN1CCCc2ccccc21)N/N=C/c1ccccc1O
 : 4.7, 2.4, 14.3, 0.07, 1560, -0.4, 966, 8.7, 10.2, -0.9%, i, 39.8, i, 1.1, i, 42.1, 2.2, 696
Cc1ccc(-n2[nH]c(C)c(C=NC34CN5CN(CN(C5)C3)C4)c2=O)cc1C
 : 3.2, 1.0, 4.8, -0.44, 1494, 0.5, 935, 13.9, 17.8, -0.3%, i, -7.4, i, 0.6, i, 64.2, 11.8, 748
O=C(NC1CCCC1)C(NS(=O)(=O)c1cccc2nsnc12)c1ccccc1 (stereo not drawn)
 : 2.9, 1.0, 11.6, 0.04, 1991, 0.7, 1010, 21.6, 3.5, -0.1%, i, 2.2, i, 1.7, i, 2.1, 3.0, 705
COc1cc2ccccc2cc1C(=O)Nc1ccccc1Cl
 : nt, nt, nt, nt, nt, nt, nt, nt, nt, -0.5%, nt, nt, i, 0.2, i, 20.1, -4.1, 828
COc1ccccc1NC(=O)Nc1ccccc1SC
 : 1.8, 0.7, 0.1, 0.22, 1482, -0.4, 1486, -3.5, 3.3, -0.5%, i, -36.4, i, 0.6, i, 43.5, 2.4, 685
CCc1c(C(C)=O)oc2ccc3c(C)cc(=O)oc3c12
 : nt, nt, nt, 0.03, 802, 0.8, 1328, nt, nt, 0.1%, nt, nt, i, 0.6, i, 43.0, 36.9, 746
Cc1ccccc1NC(=O)CSc1ccncc1
 : nt, nt, nt, 0.04, 1429, 1.9, 985, nt, nt, 0.1%, nt, nt, i, 0.5, i, 16.8, -2.0, 741
O=C(O)c1ccc(N2CCCCCC2)c(N2C(=O)c3ccccc3C2=O)c1
 : 2.2, 2.1, 6.9, -0.82, 1243, -1.4, 1199, 3.3, -0.4, 0.1%, i, -11.4, i, 0.9, i, 40.4, 12.4, 771
CCCSc1nnc2c(n1)OC(c1cccn1C)N(C(C)=O)c1ccccc1-2 (stereo not drawn)
 : 2.2, 1.9, 7.2, -0.84, 1457, -4.1, 921, 8.3, -1.7, -0.3%, i, 53.3, i, 1.5, i, 52.3, nt, nt
COc1ccc(/C=C/C(=O)OCC(=O)Nc2cc3oc4ccccc4c3cc2OC)cc1
 : 4.8, 3.2, 1.5, 1.2, 1461, -5.9, 1158, 8.7, -1.7, 0.7%, i, 21.8, nt, nt, i, 46.0, -1.1, 660
CCS(=O)(=O)N1CCC(C(=O)NCc2cccs2)CC1
 : 2.1, 2.5, 3.8, -0.36, 1169, nt, nt, 7.0, -7.8, -0.5%, i, 4.1, i, 6.2, i, 30.1, 1.3, 735
COc1ccc(C2CC(=O)N(c3ccccc3)C3=C2C(=O)CCC3)cc1 (stereo not drawn)
 : nt, nt, nt, 0.34, 1102, -0.2, 1308, nt, nt, 1.7%, nt, nt, i, 0.6, i, 18.7, 10.4, 762
Cc1oc(-c2cccc(Cl)c2)nc1CN1CCCC(C(=O)NCCCN2CCOCC2)C1 (stereo not drawn)
 : 6.1, 1.4, 12.4, nt, nt, nt, nt, 35.9, 1.2, nt, i, 4.5, i, 1.0, i, 30.3, nt, nt
COc1ccc(C2=NS(=O)(=O)N(C)C(C(=O)Nc3ccc(F)cc3F)=C2)cc1
 : nt, nt, nt, nt, nt, nt, nt, nt, nt, -0.3%, nt, nt, i, 1.9, i, 38.9, -1.2, 817
CSc1cccc(NC(=O)CN(C)S(=O)(=O)c2ccc(F)cc2)c1
 : 3.1, 2.0, 2.7, -0.55, 1227, 0.3, 1089, 13.0, 14.9, 0.0%, i, -6.4, i, 0.3, i, 27.7, -8.5, 755
Cc1[nH]c(C)c(S(=O)(=O)Nc2ccc(OC(F)(F)F)cc2)c1C(=O)N1CCCCC1
 : nt, nt, nt, nt, nt, nt, nt, nt, nt, -0.1%, nt, nt, i, 5.2, i, 8.4, -8.1, 685
O=C(Nc1ccc(C(F)(F)F)cn1)Nc1cccs1
 : nt, nt, nt, 0.41, 1123, 0.1, 1298, nt, nt, 0.0%, nt, nt, i, 0.3, i, 34.0, 41.8, 723
CC(C)(C)NC(=O)NC(=O)CN1CCC(Cc2ccccc2)CC1
 : 4.3, 2.6, 4.6, -0.01, 1079, 1.1, 981, 6.3, -12.2, -1.6%, +, 52.4*, i, 0.1, i, 58.5, -2.0, 678
Cc1ccc(NC(=S)N(CCN2CCCCC2)Cc2ccco2)cc1Cl
 : 4.7, 3.8, 6.5, 0.05, 1081, -0.2, 1032, 12.4, 29.4, -0.5%, i, 33.6, i, 0.4, i, 3.9, 35.9, 721
NC(=O)C1(N2CCCCC2)CCN(CC(=O)Nc2cc(Cl)ccc2Cl)CC1
 : 1.4, 1.6, 9.6, -0.04, 1719, 0.6, 1039, -15.1, 1.2, -0.5%, i, 1.3, i, 0.9, i, 38.4, 17.8, 664

Exported as labelled records: two of the compounds above.
Molecule: COc1cc2ccccc2cc1C(=O)Nc1ccccc1Cl
  MT stabilizer: nt	MT stabilizer Hoechst-high %: nt	MT stabilizer cytotoxicity %: nt	Ins promoter up: nt	Ins promoter up cell count: nt	bCat nuc transl: nt	bCat nuc transl cell count 5 µM: nt	WT yeast gro inh: nt	WT yeast gro inh mutant strain: nt	West Nile virus CPE: -0.5%	Autophagy HCS: nt	Autophagy HCS cell loss 18 h: nt	Myeloid diff 2: i	Myeloid diff 2 GFP+ MAC1+ %: 0.2	T cell HTS: i	T cell HTS vesicle-bound %: 20.1	Hep lipid drop: -4.1	Hep lipid drop cells 6.5 µM: 828

Molecule: CSc1cccc(NC(=O)CN(C)S(=O)(=O)c2ccc(F)cc2)c1
  MT stabilizer: 3.1	MT stabilizer Hoechst-high %: 2.0	MT stabilizer cytotoxicity %: 2.7	Ins promoter up: -0.55	Ins promoter up cell count: 1227	bCat nuc transl: 0.3	bCat nuc transl cell count 5 µM: 1089	WT yeast gro inh: 13.0	WT yeast gro inh mutant strain: 14.9	West Nile virus CPE: 0.0%	Autophagy HCS: i	Autophagy HCS cell loss 18 h: -6.4	Myeloid diff 2: i	Myeloid diff 2 GFP+ MAC1+ %: 0.3	T cell HTS: i	T cell HTS vesicle-bound %: 27.7	Hep lipid drop: -8.5	Hep lipid drop cells 6.5 µM: 755
